# Yeast superoxide = lowers age-related superoxide in aged yeast cells; S. cerevisiae aged cells, superoxide DHE fluorescence; hits give low values; superoxide response (% of plate mean), % at 10 µM; 330,000 compounds, 0.18% hits; AID 2690;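 active = superoxide response under a set limit, about three screen SD below normal, cut at about 65% in these data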;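 note: yeast aged for seven days with compound at 30 °C before DHE staining; 100% = average MFI of all compound-treated wells on the plate with controls excluded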
# Efflux pump mplx = inhibitors of Candida antifungal efflux pumps expressed in yeast; S. cerevisiae Candida pump triplex, Nile Red efflux; inhibition, % at 10 µM; 330,000 compounds, 0.44% hits; AID 485275;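 active = plate passing quality check with inhibition over a set limit, or well fluorescence over plate mean plus 4 SD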;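 note: Nile Red retained in pooled yeast measured as flow cytometry median fluorescence; 0% = buffer negative control and 100% = Enniatin B positive control; higher means more Nile Red kept so more efflux inhibition; some compounds called inactive have numbers as strong as hits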
# MEX-5 binding = C. elegans MEX-5 TCR-2 RNA binding activity. Q9XUB2. MEX-5/FITC-TCR2 RNA binding, fluorescence polarization; hits give low values. activity score (negative = inhibition of binding), % at 10 µM. 300,000 compounds, 0.38% hits. AID 1832;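 active = inhibition past about -25% in most replicates, and total fluorescence under double the plate's negative control median, limit read from the data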;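 note: 0% = DMSO and -100% = 5 µM competing unlabeled TCR2 RNA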
# ZTA counter = blocks Epstein-Barr virus ZTA, an EBNA-1 counter-screen; inhibition, % at 11 µM; P03206; ZTA-DNA binding, fluorescence polarization; AID 2234; 320,000 compounds, 0.15% hits; in the data active = inhibition above about 33%
# Target sequence (P03206 whole entry, looked up): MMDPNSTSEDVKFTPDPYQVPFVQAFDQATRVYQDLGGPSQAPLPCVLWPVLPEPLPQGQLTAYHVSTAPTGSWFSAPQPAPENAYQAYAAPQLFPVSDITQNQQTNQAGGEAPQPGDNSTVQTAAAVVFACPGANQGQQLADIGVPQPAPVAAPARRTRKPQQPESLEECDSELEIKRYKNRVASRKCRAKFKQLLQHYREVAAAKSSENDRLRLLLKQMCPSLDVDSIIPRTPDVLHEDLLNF
# EBNA-1 inhibitor = blocks EBNA-1 binding to DNA. EBNA-1 DNA binding, fluorescence polarization. inhibition, % at 14.8 µM. 300,000 compounds, 0.34% hits; in the data active = inhibition above about 28%
# GLD-1 TGE inh = GLD-1-TGE RNA interaction inhibition (C. elegans); AID 2280; 320,000 compounds, 0.44% hits; purified GLD-1 + fluorescein TGE RNA, fluorescence polarization; Q17339; inhibition, % at 5.96 µM;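 active = percent inhibition above a per-plate cutoff, the plate mean of test compounds plus 3 SD, cut at about 30% in these data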;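 note: 0% = DMSO wells with GLD-1 and probe and 100% = wells lacking GLD-1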
# MCL1 BIM primary = inhibitors of human MCL1 binding to BIM-BH3 peptide; Q07820; GST-MCL1 / FITC-Bim-BH3 fluorescence polarization; inhibition, % at 10.9 µM; 320,000 compounds, 0.68% hits; AID 2057;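 active = inhibition above the mean inhibition of all tested compounds plus 3 SD, set per campaign, cut at about 40% in these data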;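 note: 0% = DMSO wells and 100% = unlabeled Bim-BH3 peptide control; higher means more loss of mP so more displacement of Bim peptide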
# Target sequence (Q07820 whole entry, looked up): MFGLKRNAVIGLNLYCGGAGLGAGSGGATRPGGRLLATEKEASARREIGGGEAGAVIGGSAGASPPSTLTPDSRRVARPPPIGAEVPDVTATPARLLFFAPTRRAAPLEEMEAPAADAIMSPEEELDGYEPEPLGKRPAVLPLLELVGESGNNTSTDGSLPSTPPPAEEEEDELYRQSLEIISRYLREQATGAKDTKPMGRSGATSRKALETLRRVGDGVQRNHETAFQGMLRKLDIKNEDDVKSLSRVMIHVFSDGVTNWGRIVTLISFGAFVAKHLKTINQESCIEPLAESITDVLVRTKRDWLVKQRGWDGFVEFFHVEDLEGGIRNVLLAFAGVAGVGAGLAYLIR
# Bcl-xL primary = Bcl-xL (human) inhibition. GST-Bcl-xL / FITC-Bim BH3 peptide fluorescence polarization. inhibition, % at 10.9 µM. 320,000 compounds, 0.7% hits;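 active = inhibition above the mean of all tested compounds plus 3 SD, cutoff set per campaign, cut at about 30% in these data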;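 note: 0% = DMSO wells and 100% = unlabeled Bim-BH3 peptide competitor; inhibitors lower millipolarization by displacing the labeled peptide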
# Target sequence (Q07817 whole entry, looked up): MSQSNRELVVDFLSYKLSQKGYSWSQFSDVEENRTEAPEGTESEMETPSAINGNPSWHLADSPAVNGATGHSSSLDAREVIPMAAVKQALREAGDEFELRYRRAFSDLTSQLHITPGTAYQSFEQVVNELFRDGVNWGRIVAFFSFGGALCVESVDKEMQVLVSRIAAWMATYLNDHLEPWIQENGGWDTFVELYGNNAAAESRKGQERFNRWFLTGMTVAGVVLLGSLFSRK
# Fam108B inh = counter-screen for RBBP9 inhibitors: inhibitors of mouse Fam108B; recombinant Fam108B, FP-Rh probe fluorescence polarization; inhibition, % at 9.51 µM; 300,000 compounds, 0.33% hits; AID 1947;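 active = inhibition above the screen mean inhibition plus 3 SD, computed separately per campaign, cut at about 18% in these data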;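 note: inhibitors lower polarization as less probe binds the enzyme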
# * = called active by the depositor; . = not tested or not shown.
SMILES,Yeast superoxide,Efflux pump mplx,MEX-5 binding,ZTA counter,EBNA-1 inhibitor,GLD-1 TGE inh,MCL1 BIM primary,Bcl-xL primary,Fam108B inh
COc1cccc(CNC(=O)CCCNS(=O)(=O)c2cccs2)c1,90.3,0.1,-1.7,1.4,0.1,-2.0,0.3,3.4,-0.9
c1ccc(SCc2nc3ccccc3[nH]2)nc1,105.4,-0.3,1.5,-3.2,2.3,-2.2,-3.9,-0.4,2.0
Cc1cccc2[nH]c(CCNC(=O)C3CCC(=O)N(CCc4cccc(F)c4)C3)nc12 (stereo not drawn),97.9,0.0,-0.3,17.3,-0.4,5.7,0.1,4.0,-1.1
COC(=O)CNC(=O)C1Cc2ccccc2CN1S(=O)(=O)c1cccs1 (stereo not drawn),91.2,0.0,-0.8,2.0,-15.2,-6.0,-1.5,-5.8,-0.3
COCCNC(=O)COc1cc(=O)n(C)c2ccccc12,104.6,-0.1,-2.6,6.0,-3.9,1.5,4.8,0.2,2.1
Cc1ccccc1NC(=O)c1c(Cl)nc(C)c(Cl)c1C,116.4,-0.1,-2.4,-17.8,-11.1,0.1,-0.1,3.0,6.0
O=C(NCCc1ccccc1)/C(=C\c1cccc([N+](=O)[O-])c1)NC(=O)c1ccco1,103.1,0.1,-0.2,-3.0,6.0,6.6,0.9,-0.1,6.1
Cc1ccc2nc(NCCc3ccc(Cl)cc3)c3nncn3c2c1,100.3,-0.1,1.4,-0.6,1.0,-4.9,9.1,2.9,1.7
CCOc1ccc(-c2c(=O)n(OCc3ccccc3Br)c3ccccc3[n+]2[O-])c(OCC)c1,87.3,0.0,2.4,2.5,-3.8,4.9,-0.6,2.3,-6.3
CC1Cn2c(nc3c2c(=O)[nH]c(=O)n3C)O1 (stereo not drawn),101.6,0.0,-1.5,17.0,1.5,-2.1,2.5,6.0,0.9
O=C(CN1N=C(c2ccccc2)CCC1=O)NCc1ccco1,102.2,-1.2,0.0,2.1,-5.9,-8.7,6.6,4.8,1.5
Cc1nc2nc[nH]n2c(=O)c1CCC(C)C,98.6,-0.1,-4.6,-7.3,-4.8,0.5,12.7,7.6,9.3
CCOc1cc(CNc2nn[nH]n2)ccc1OCC(=O)NC(C)(C)C,101.4,-0.1,2.4,15.0,1.1,-3.0,2.5,-4.2,6.3
O=C(CN1NS(=O)(=O)c2ccccc2C1=O)Nc1ccccc1OC(F)F,87.4,-0.1,0.9,-3.0,10.6,0.1,10.8,8.8,3.9
CCCCN(C(=O)c1ccc(S(=O)(=O)N(CC)CC)cc1)c1c(N)n(CCC)c(=O)[nH]c1=O,86.0,0.1,0.5,8.6,-3.5,-1.1,0.1,1.6,-1.6
COc1ccccc1NC(=O)CC1S/C(=N/N=C2\CCCc3ccccc32)NC1=O (stereo not drawn),92.8,0.4,-1.9,6.6,-14.4,4.8,2.8,1.5,-0.9
COC(=O)c1nn(-c2ccccc2)c(=O)cc1Oc1ccccc1,101.5,0.0,1.1,-11.7,-1.5,1.1,-2.1,5.4,7.4
O=C1NC(NS(=O)(=O)c2ccccc2)(C(F)(F)F)C(=O)N1Cc1ccccc1 (stereo not drawn),89.8,0.0,0.9,10.6,-0.7,-0.7,5.0,6.0,1.4
CCOC(=O)c1cc(S(=O)(=O)N2CCN(c3ccccc3OC)CC2)cn1C,88.6,0.0,-0.1,12.2,0.5,5.5,0.7,6.5,1.0
CC1CCN(S(=O)(=O)c2ccc3c(ccn3CCC(=O)NC(C)C)c2)CC1,95.6,0.2,2.7,-6.1,-3.2,9.9,1.8,6.8,3.0
COc1ccc(-c2[nH]n(-c3ccc([N+](=O)[O-])cc3)c(=O)c2C=NCc2ccncc2)cc1,104.0,0.2,0.4,6.1,18.4,4.6,-5.2,-0.3,1.5
O=C(CN(Cc1ccco1)C(=O)CNS(=O)(=O)c1ccc(Cl)cc1)NCC1CCCO1 (stereo not drawn),98.1,0.0,1.5,-16.6,0.2,5.8,-4.3,5.6,-4.4
O=S(=O)(NCCCCNS(=O)(=O)c1ccc(F)cc1)c1ccc(F)cc1,112.9,0.1,-0.5,2.6,-4.3,-2.6,1.8,2.3,3.9
Cc1ccccc1C(=O)NNc1ncnc2c1cnn2C,107.4,0.0,-4.1,-0.8,6.1,-2.9,-7.8,-3.8,-3.0
CCNS(=O)(=O)c1ccc(CCC(=O)N2CCN(c3ccc(OC)cc3)CC2)cc1,102.6,-0.1,-0.6,5.4,-1.0,-3.3,0.5,7.2,-2.0
Cc1cc(C)c(S(=O)(=O)/N=C2\C=CC(=O)C(Cl)=C2)c(C)c1,90.6,0.0,.,-14.7,4.6,-0.4,32.1,15.8,14.6
CCOC(=O)c1ccc(N2Cc3ccccc3C2=NC(=O)c2cccc([N+](=O)[O-])c2)cc1,89.0,0.7,0.4,2.2,-15.8,-0.7,0.1,2.6,-7.0
O=C(CNC(=O)c1ccco1)N/N=C/c1c[nH]c2ccccc12,104.9,0.0,-2.2,1.7,-6.9,5.2,-3.2,3.9,2.2
O=C(Nc1cccc(-c2ccc(N3CCOCC3)nn2)c1)c1ccccc1,101.2,0.2,-3.4,4.3,4.2,12.6,3.2,3.3,1.1
Cc1ccc(/C=C/C(=O)O)cc1S(=O)(=O)Nc1ccc(C(=O)O)cc1,96.6,-0.1,-1.9,-1.3,-3.1,4.5,2.4,11.2,5.4
CC(=O)OCC1(C)CN(c2ccccc2)N(C(=O)c2ccc(F)cc2)C1=O (stereo not drawn),83.5,0.0,-1.6,4.2,6.9,7.7,1.9,-2.3,-2.8
COc1ccc(N(CC(=O)N/N=C/c2ccc3c(c2)OCO3)S(=O)(=O)c2ccccc2)cc1,93.0,-0.3,-0.3,2.1,-0.4,-0.4,8.6,7.0,-1.0
CNC(=O)C1CC(=O)N(CCc2ccccc2)C(=Nc2ccc(OC)cc2)S1 (stereo not drawn),108.3,0.3,-2.0,-8.3,-9.5,-13.9,-6.3,-4.3,4.3
Clc1cc(Cl)c2nc(N3CCCC3)sc2c1,87.8,-0.1,3.0,-7.1,0.7,1.2,-1.1,-1.9,-1.6
CN(C)c1c(N)[nH]c2c(c1=O)c(=O)n(C)c(=O)n2C,107.7,0.2,-0.1,11.6,2.9,3.2,7.9,7.1,-3.2
Cn1ncc(N=Cc2ccccc2[N+](=O)[O-])c1C(N)=O,104.9,0.2,5.0,-2.9,-0.7,-6.5,7.5,1.2,-5.6
Cc1ccc(S(=O)(=O)NCCCCCC(N)=O)cc1,91.0,-0.1,-0.4,-4.8,7.8,4.5,6.1,3.3,0.3
CCOc1ccccc1C(=O)N1CCC(n2nnc3cc(C)ccc32)CC1,111.0,0.0,1.7,1.9,2.8,0.3,1.7,-0.2,0.7
COc1ccc(S(=O)(=O)NCCCc2ccccc2)cc1,100.4,0.1,2.9,-7.6,-0.6,2.3,9.9,10.8,0.9
COCC(=O)N(C)c1nnc(-c2ccc([N+](=O)[O-])cc2)s1,100.0,0.1,0.1,0.3,5.4,11.6,6.8,-1.2,0.1
Cc1ccccc1NC(=O)COC(=O)c1ccc(S(C)(=O)=O)c([N+](=O)[O-])c1,124.8,0.5,0.1,-4.5,-6.5,-6.8,1.3,-3.1,-3.8
CC(Oc1cccc(Cl)c1)C(=O)NCc1ccc(S(N)(=O)=O)cc1 (stereo not drawn),106.1,0.2,0.5,-9.0,-7.4,2.3,-3.0,4.0,0.9
Cc1cc(/C=C2\NC(=S)N(C)C2=O)ccc1N1CCCC1,99.8,-0.4,14.5,-11.0,-7.3,-93.3,-187.6,-49.5,-11.2
CC1CCN(S(=O)(=O)c2nnc(NC(=O)COc3ccccc3)s2)CC1,84.0,-0.3,1.4,-1.5,11.4,-4.2,-1.2,3.9,-0.6
Cc1ccc(CCN2CC(C(=O)NCCCN3CCOCC3)CC2=O)cc1 (stereo not drawn),103.2,0.2,-1.1,-5.6,2.0,3.2,-4.0,2.7,-4.2
COC(=O)C1=C(C)N(CC2CC2)C(=O)N[C@H]1c1ccccc1,97.8,0.1,1.0,3.0,-1.3,-2.5,-3.3,0.6,1.7
CCn1c(SCC(=O)Nc2ccc(-c3nc4ccc(C)cc4s3)cc2)nnc1-c1ccccc1,105.3,-0.2,0.6,-7.1,-3.6,-1.7,-0.9,3.2,3.4
O=C(c1ccc(Cl)c(S(=O)(=O)N2CCCCC2)c1)N1CCN(c2ccccc2)CC1,105.9,-2.2,0.0,-10.5,2.2,0.1,1.3,-1.4,-1.4
O=C(NNS(=O)(=O)c1ccc(F)cc1)c1sccc1-n1cccc1,87.6,0.1,1.7,13.3,6.6,1.6,0.3,6.1,2.3
COc1ccc(-c2[nH]c(-c3ccccc3)nc2SCC(=O)NCc2ccco2)cc1OC,108.2,0.1,2.0,3.3,-0.7,-4.0,-3.6,-2.9,-0.1
COc1ccc(S(=O)(=O)N2c3ccccc3OCC2C)cc1 (stereo not drawn),87.6,-0.1,0.4,-0.9,6.4,1.3,-1.1,7.0,-0.8
CC1CCN(c2c(NCC3CCC(C(=O)NCCc4ccc(Cl)cc4)CC3)c(=O)c2=O)CC1 (stereo not drawn),117.1,0.1,1.0,11.2,-3.9,-3.5,3.2,-2.8,-1.8
CCCC(C(=O)NC1CCCC1)N(CCCN1CCOCC1)C(=O)c1snc(C(N)=O)c1N (stereo not drawn),86.4,0.3,.,6.2,5.5,5.4,-2.7,-4.2,4.7
COc1ccc2nc(NC(=O)C3CCN(S(=O)(=O)c4cnc[nH]4)CC3)sc2c1,103.7,-0.1,1.2,10.1,-5.8,5.3,-1.6,7.2,2.2
COCCNC(=O)c1c(N)n(/N=C/c2ccc(F)cc2)c2nc3ccccc3nc12,94.3,0.1,-0.5,-8.3,-7.8,5.7,8.6,2.5,0.3
COc1ccc(NC(=O)C2CCN(c3nc(-c4ccc(OC)cc4)no3)CC2)cc1,92.9,-0.1,0.1,2.1,-2.5,1.1,1.2,6.1,-5.6
Cc1cccc(N(C(=O)c2nsc(Cl)c2Cl)C(C(=O)NC2CCCC2)c2ccc(O)cc2)c1 (stereo not drawn),108.4,0.3,-2.1,1.4,1.1,3.5,-9.3,0.6,0.7
CN(C)CCCNCCNC(=O)/C=N\O,92.6,0.1,0.0,2.6,0.1,-0.5,-2.7,-0.2,-0.6
COc1cc(-c2nc(S(=O)(=O)c3ccc(Cl)cc3)c(N3CCOCC3)o2)cc(OC)c1OC,89.9,0.1,0.3,10.0,-4.3,1.1,0.9,4.0,-2.6
O=C(COc1cccnc1[N+](=O)[O-])NCCc1ccc(Cl)cc1,109.7,0.2,.,2.1,-13.8,-0.6,1.9,-6.5,-1.9
COc1ccc(C(=O)N2CCCC(CCC(=O)NCc3ccccc3F)C2)c(OC)n1 (stereo not drawn),79.6,-0.3,-1.7,-6.2,4.8,2.2,-4.6,0.9,0.1
Cc1c(C(O)CN2CCN(Cc3ccc4c(c3)OCO4)CC2)c2ccccc2n1C (stereo not drawn),90.5,0.0,0.1,3.9,4.3,5.7,6.7,7.5,3.4

# 3 entries from above, arranged by molar mass, largest number first.
SMILES,Yeast superoxide,Efflux pump mplx,MEX-5 binding,ZTA counter,EBNA-1 inhibitor,GLD-1 TGE inh,MCL1 BIM primary,Bcl-xL primary,Fam108B inh
Cc1ccc2nc(NCCc3ccc(Cl)cc3)c3nncn3c2c1,100.3,-0.1,1.4,-0.6,1.0,-4.9,9.1,2.9,1.7
CC1Cn2c(nc3c2c(=O)[nH]c(=O)n3C)O1 (stereo not drawn),101.6,0.0,-1.5,17.0,1.5,-2.1,2.5,6.0,0.9
CN(C)CCCNCCNC(=O)/C=N\O,92.6,0.1,0.0,2.6,0.1,-0.5,-2.7,-0.2,-0.6
